Source: PubChem
KLF5 inh: inhibitors of KLF5 expression. DLD-1 KLF5 promoter-luciferase reporter, luminescence. inhibition, % at 5 µM. actives 0.23% (n = 290,000). AID 1700;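 active means inhibition above a per-plate limit of that plate's mean compound inhibition plus 3 SD, cut at about 60% in these data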;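 further: 0% = DMSO wells and 100% = LY294002 at 200 µM; higher means less KLF5 promoter-driven luciferase light; inactives centre near -14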
HSP90 inh: inhibitors of HSP90 luciferase refolding in rabbit reticulocyte lysate | inhibition, % at 5.6 µM | luciferase refolding luminescence, 3 h | actives 0.91% (n = 290,000);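 active means inhibition above the screen-wide mean plus 3 SD, computed separately per campaign, cut at about 16% in these data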;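 further: 0% = DMSO wells and 100% = 60 µM geldanamycin wells; inhibitors lower the luminescence because luciferase stays unfolded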
IEC-6 cytotox: counter-screen for KLF5 inhibitors: cytotoxicity in IEC-6 cells. IEC-6 cytotoxicity, luminescence viability. inhibition, % at 5 µM. actives 0.78% (n = 290,000). AID 1825; in the data active means inhibition above about 22%;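 further: 0% = plate median of test compound wells and 100% = cytotoxic reference compound wells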
AI-2 QS modul: modulates the Vibrio harveyi AI-2 quorum sensing system | Vibrio harveyi JMH597 AI-2 luminescence/OD600 ratio, 9 h; stronger effect = lower value; strain lacks LuxN and CqsS sensors; 0 = neutral-control median | activity change, % at 7.5 µM | actives 0.4% (n = 300,000) | AID 2094; in the data active means activity change below about -75%, passing the limit was not always enough;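 further: luminescence divided by OD600 gain over 9 h not by final OD600 alone; inactives centre near 13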
HSF1 inh: HSF1 inhibition | NIH3T3-HGL HSE-luciferase, MG132-induced, luminescence 8 h; stronger effect = lower value | activity change, negative = inhibition, % at 7.5 µM (by protocol) | actives 0.77% (n = 300,000) | AID 2098;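 active means more than half of replicate wells show activity change below -50%, luminescence cut by over half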;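 further: luciferase reports HSF-1 transcriptional activity via heat shock element; 0% = median of DMSO wells and -100% = zero luminescence signal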
HSF1 activator: increases HSF-1 driven luciferase reporter signal. activation, % at 9 µM. actives 1.7% (n = 300,000). AID 504408. NIH3T3-HGL HSF-1 luciferase reporter, MG132, 8 h; 100% = twice DMSO control signal;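 active means mean replicate activation of at least 50% with a set share of replicates each reaching 50%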;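 further: 0% = median of the neutral control wells and 100% = twice that signal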
HDAC3 inh: blocks human histone deacetylase 3. O15379. recombinant HDAC3, fluorogenic peptide/trypsin coupled, fluorescence. inhibition, % at 8.3 µM. actives 0.15% (n = 320,000). AID 2718; in the data active means inhibition above about 26%, passing the limit was not always enough
Target sequence (O15379 whole entry, looked up): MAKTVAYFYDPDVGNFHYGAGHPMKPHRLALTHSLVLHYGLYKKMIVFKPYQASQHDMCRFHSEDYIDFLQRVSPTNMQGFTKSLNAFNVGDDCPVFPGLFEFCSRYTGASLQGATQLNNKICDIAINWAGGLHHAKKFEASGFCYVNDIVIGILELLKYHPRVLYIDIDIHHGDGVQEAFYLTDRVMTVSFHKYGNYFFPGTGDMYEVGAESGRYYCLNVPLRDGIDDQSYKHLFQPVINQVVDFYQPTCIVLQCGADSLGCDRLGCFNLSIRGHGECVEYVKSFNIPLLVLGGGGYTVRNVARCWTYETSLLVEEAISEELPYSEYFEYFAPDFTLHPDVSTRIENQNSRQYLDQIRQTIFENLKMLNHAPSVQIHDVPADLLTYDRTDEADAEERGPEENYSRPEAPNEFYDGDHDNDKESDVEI
Platelet DG rel: platelet dense granule release activity | human platelet-rich plasma, SFLLRN dense granule ATP release, luminescence | inhibition, %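 (compounds screened at 7.5 µM in platelet-rich plasma)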 | actives 0.22% (n = 300,000) | AID 1663;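 active means mean replicate score, as percent of positive control, at or above 50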
HIF activator: HIF pathway transcriptional activation. U2OS HRE-luciferase reporter, luminescence; normalized: DMSO 0%, desferrioxamine 100%. activation, % at 7.5 µM (by protocol). actives 0.32% (n = 300,000). AID 1910;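 active means mean activation of at least 10% of the iron chelator positive control signal, with at least half of replicates also reaching 10%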
aSyn 5UTR inh: 5' untranslated region of α-synuclein, MLPCN primary screen; alpha-synuclein 5'UTR reporter, inhibitor activity; inhibition, % (tested at 7.5 µM); actives 0.82% (n = 300,000); in the data active means inhibition above about 60%;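 further: H4 neuroglioblastoma cells stably carrying SNCA 5'UTR luciferase fusion; 0% = DMSO wells and 100% = positive control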
Starred values were filed as active, the others as inactive; / = not tested or not shown. Compounds were not picked by outcome; any-hit rate near 5%.

SMILES	KLF5 inh	HSP90 inh	IEC-6 cytotox	AI-2 QS modul	HSF1 inh	HSF1 activator	HDAC3 inh	Platelet DG rel	HIF activator	aSyn 5UTR inh
CCN(CC)S(=O)(=O)c1cc(C(=O)c2nccn2C)ccc1Cl	-9	-1	2	34	-3	3	1	-12	0.4	6
COc1ccc(Cl)cc1NC(=O)C1CC(c2c(F)cccc2Cl)=NO1 (stereo not drawn)	13	1	1	16	1	-11	2	2	0.1	19
Cn1c(NNC(=O)c2cccc3ccccc23)cc(=O)n(C)c1=O	-6	2	-7	-1	-4	0	0	-7	0.1	-5
CC(C)CCn1c(SCC(=O)NC2CC2)nc2cc(Cl)ccc2c1=O	/	/	/	-3	2	8	3	2	-0.9	15
Cc1cc(C)n2nc(-c3cnn(C)c3C(F)(F)F)c(Cl)c2n1	7	-2	-3	5	-1	-8	-7	-3	-0.8	43
COc1ccc(OCCCn2cccc2/C=C2/C(=N)N3OC(C)=CC3=NC2=O)cc1	-6	3	6	29	1	19	0	4	1.4	-96
c1coc(-c2nc(-c3ccco3)c(-c3ccco3)nc2-c2ccco2)c1	8	3	-36	23	0	2	4	12	-1.0	7
Cc1cc(C)c(C(=O)C(C)OC(=O)Cc2n[nH]c(=O)c3ccccc23)cc1C (stereo not drawn)	-27	1	2	7	-8	-10	2	20	-0.4	-1
c1ccc(OCCSc2nnnn2-c2ccccc2)cc1	-139	4	5	6	46	69*	4	-3	1.6	-86
O=C(Nc1ccc(F)cc1)c1nn(-c2ccccc2)c(=O)cc1Cl	5	-1	15	15	17	44	/	2	-7.6	40
CCn1nnnc1-c1ccc(OC)c(S(=O)(=O)Nc2ccc(C(=O)OC)cc2)c1	-19	-1	-6	23	-7	11	4	-6	/	33
Cc1ccc(NCC(=O)N/N=C/c2ccc(C(=O)O)cc2)cc1	-15	1	9	6	-9	-23	0	4	0.4	10
Cc1ccc(OCCC(=O)OCC(=O)NC(=O)NC2CCCC2)cc1	/	/	/	15	2	-19	5	-5	-0.6	-6
COc1ccccc1N(C)S(=O)(=O)c1ccc(C(=O)N2CCCc3ccccc32)cc1	-1	3	5	13	-1	22	1	-3	0.8	-1
COC(=O)c1ccc(CNC(=O)C2CCC(=O)N(C3CCCCCC3)C2)cc1 (stereo not drawn)	-5	-2	-1	9	3	14	0	-13	0.0	-4
O=C(Nc1nnc(COc2ccc(Cl)cc2)s1)c1cccs1	2	5	3	23	1	-15	3	/	0.2	8
O=C(COc1ccccc1)N1CCN=C1c1ccccc1	-30	0	-3	13	-2	6	/	2	0.2	-2
O=C(NCCC1=CCCCC1)C(=O)NCc1ccccc1	-20	-1	-4	19	0	-1	-3	2	0.7	-36
CCc1nnc(NC(=O)c2cc(-c3ccncc3)nc3ccccc23)s1	-1	-1	1	14	0	1	/	15	0.1	-13
COc1ccccc1NC(=O)C(C)OC(=O)CC1CCCC1 (stereo not drawn)	-37	-1	-1	5	-4	2	5	-1	0.0	-6
O=C1CSC(c2cccnc2)N1c1cccc(Cl)c1 (stereo not drawn)	-11	4	2	-1	0	-4	9	1	-0.2	-13
C=CCNC(=O)CSc1ncc2c(n1)-c1c(csc1SC)CC2	-12	-1	4	24	-2	10	-34	-5	0.1	-16
CCOc1cc(CNCc2cccs2)cc(Br)c1OC	-9	1	3	20	5	12	-1	16	0.3	8
COc1ccccc1N1CCN(C(=O)CSc2nc(N)cc(=O)[nH]2)CC1	-35	1	2	14	-6	5	-15	11	-0.4	15
COc1cc(OC)c(NC(=O)CCNS(=O)(=O)c2ccc3c(c2)CC(C)N3C(C)=O)cc1Cl (stereo not drawn)	6	3	-7	31	-4	-5	2	1	0.6	-10

More structures
SMILES	KLF5 inh	HSP90 inh	IEC-6 cytotox	AI-2 QS modul	HSF1 inh	HSF1 activator	HDAC3 inh	Platelet DG rel	HIF activator	aSyn 5UTR inh
CCOC(=O)c1ccc(S(=O)(=O)NNS(=O)(=O)c2ccc(C)cc2)cc1	-26	-1	2	9	-4	-12	2	-2	1.7	6
Cc1ccnc(SC2CC(=O)N(c3ccc(F)cc3)C2=O)n1 (stereo not drawn)	-13	0	3	12	0	6	-13	13	-1.0	-6
CSc1ccc(S(=O)(=O)N2CCC(C(=O)NCc3ccccn3)CC2)cc1	-2	2	-5	/	0	-11	-1	1	1.7	-1
Cc1ccc(S(=O)(=O)c2c(C)cc(-c3ccccc3)[nH]c2=O)cc1	6	-2	-4	18	-5	-8	-5	-6	0.1	-5
O=C(C(=O)N1CCCCC1)c1cn(CC(=O)N2CCCCCC2)c2ccccc12	-17	-2	-2	32	-6	-6	6	-8	-0.3	3
CCC(=O)Nc1nc(C)cc(SCC(=O)OC)n1	-9	-3	-4	5	-9	-3	3	11	0.0	14
COc1ccc(N(CC(=O)N/N=C/c2ccc3c(c2)OCO3)S(=O)(=O)c2ccc(NC(C)=O)cc2)cc1	-27	2	4	0	-2	0	18	4	-0.2	-5
COc1ccccc1C(=O)COC(=O)c1ccccc1O	1	-6	-6	18	28	47	-5	-7	0.9	-104
CCCCNC(=O)CCCCCn1c(=O)[nH]c2cc(OC)c(OC)cc2c1=O	-19	0	-1	20	-4	6	-6	2	0.0	6
O=C1CC(C(=O)N2CCc3ccccc32)CN1c1ccc(F)cc1 (stereo not drawn)	-8	-4	-6	17	6	6	-2	13	-0.4	13
O=C(O)CC1c2ccccc2S(=O)(=O)N1Cc1ccccc1 (stereo not drawn)	/	/	/	6	-7	-14	2	-3	0.6	4
CCOC(=O)Cc1[nH]nc2c1C(c1ccsc1)C(C#N)=C(N)O2 (stereo not drawn)	-5	5	2	12	10	2	6	-2	-0.6	-15
Cc1ccnc(-n2c(CCN3C(=O)c4ccccc4C3=O)nc3ccccc3c2=O)c1	-18	0	-1	23	0	8	-5	-2	-0.3	0
CN(C)Cc1nc2c([nH]1)c(=O)n(C)c(=O)n2C	13	-3	2	9	5	14	-7	23	-0.2	32
Cc1csc(NC(=O)C2COc3ccccc3O2)n1 (stereo not drawn)	-80	46*	2	42	16	39	6	-3	-2.8	62*
O=C(O)c1ccccc1Nc1ccc([N+](=O)[O-])cc1	-1	-1	20	38	19	11	-5	2	0.9	1
Cn1nnnc1SCC(=O)NNC(=O)c1ccc(Cl)cc1	7	-1	-1	14	-2	8	-2	0	-0.1	16
O=C(NC(=S)Nc1ccc(N2CCCCC2)cc1)c1ccco1	-120	6	5	29	20	30	/	4	1.7	-182
COc1ccc(CNS(=O)(=O)c2csc(C(N)=O)c2)cc1OC	-15	3	2	28	7	30	4	-2	-0.4	-9
Cc1ccc(S(=O)(=O)NCCC(=O)N2CCN(S(=O)(=O)c3ccccc3)CC2)cc1C	/	/	/	14	-55*	-65	0	-2	-0.2	6
COc1ccc(Cl)c(Cn2c(NCC(C)O)nc3c2c(=O)n(C)c(=O)n3C)c1 (stereo not drawn)	-21	0	2	6	/	/	-2	6	-0.1	-15
O=C(CN1CCN(c2ccc(O)cc2)CC1)NC1CCCc2ccccc21 (stereo not drawn)	-34	-4	-1	9	13	14	-4	4	-0.1	1
CC1Cc2ccccc2N1C(=O)CNc1cccc(S(=O)(=O)N2CCCC2)c1 (stereo not drawn)	-14	0	-4	19	-5	-5	7	2	-0.2	3
CC(C)OCc1c(C(=O)Nc2nccs2)oc2ccccc12	-28	3	10	21	-3	-1	-1	-3	-0.3	-8
Oc1ccccc1CNn1cnnc1	2	3	-1	20	8	-3	0	4	-0.1	14

Looked up above:
Under aSyn 5UTR inh, O=C(O)CC1c2ccccc2S(=O)(=O)N1Cc1ccccc1 (stereo not drawn) has 4
Under HSP90 inh, Cc1ccc(S(=O)(=O)c2c(C)cc(-c3ccccc3)[nH]c2=O)cc1 has -2

Gathered by group, the compounds so far with a COOH group (three)
SMILES	KLF5 inh	HSP90 inh	IEC-6 cytotox	AI-2 QS modul	HSF1 inh	HSF1 activator	HDAC3 inh	Platelet DG rel	HIF activator	aSyn 5UTR inh
Cc1ccc(NCC(=O)N/N=C/c2ccc(C(=O)O)cc2)cc1	-15	1	9	6	-9	-23	0	4	0.4	10
O=C(O)CC1c2ccccc2S(=O)(=O)N1Cc1ccccc1 (stereo not drawn)	/	/	/	6	-7	-14	2	-3	0.6	4
O=C(O)c1ccccc1Nc1ccc([N+](=O)[O-])cc1	-1	-1	20	38	19	11	-5	2	0.9	1

(list continues)
SMILES	KLF5 inh	HSP90 inh	IEC-6 cytotox	AI-2 QS modul	HSF1 inh	HSF1 activator	HDAC3 inh	Platelet DG rel	HIF activator	aSyn 5UTR inh
O=C(CCC1CCCN(C(=O)C2=CCCC2)C1)N1CCN(c2ccccn2)CC1 (stereo not drawn)	-15	2	6	5	0	21	3	1	-0.5	-3
Cc1n[nH]c(C)c1Sc1ccccc1N=Cc1cc([N+](=O)[O-])ccc1O	2	0	6	1	-5	15	17	3	-0.7	8
CCCCCNS(=O)(=O)c1cc(C)ccc1OC	11	-1	4	15	-1	1	-1	24	-0.3	13
CCOC(=O)c1ccc(NC(=O)CSc2nc(C)nc3c2c(=O)n(C)c(=O)n3C)cc1	-56	-3	-2	19	-5	-10	-1	-13	-0.2	-12
O=C(c1ccc2c(c1)OCO2)C1CCCN(C(=O)NCc2ccccc2)C1 (stereo not drawn)	-21	4	1	8	6	-2	2	6	0.5	-20
Cc1ccc2[nH]c(-c3cccc(F)c3)cc(=O)c2c1	62*	-2	91*	12	-23	-29	-2	1	4.4	81*
Cc1c(NC(=O)c2cc(C(C)C)on2)c(=O)n(-c2ccccc2)n1C	0	-2	4	11	-11	6	-1	3	0.0	-49
CCOC(=O)c1cnn(-c2ccccc2)c1NC(=O)C(F)(F)C(F)(F)C(F)(F)F	-23	2	10	7	4	-14	1	3	1.3	-2
Cc1ccc(C(=O)c2cc(C)sc2N)cc1	-23	-4	-1	-3	14	33	/	-7	0.5	8
Cc1ccccc1C(=O)N1CCC(C(=O)NC2CCCCC2)CC1	17	3	-1	23	-1	3	-1	-25	0.1	-16
COC(=O)c1cc2c(N)c(C(=O)c3ccc(Cl)cc3)sc2nc1C(OC)OC	8	0	-4	-26	-4	21	4	5	-0.3	-3
COc1ccc2ccccc2c1CNCc1ccccn1	-39	11	-2	34	0	22	0	1	1.5	-104
C/C(=N\NS(=O)(=O)c1ccc(C)cc1)c1ccc(C)o1	-12	3	2	13	1	-3	3	1	0.0	17
COc1ccc(CCNC(=O)CSc2nnc(NC(C)=O)s2)cc1OC	2	5	1	22	-8	-3	5	13	3.2	9
CN1c2ccc(Cl)cc2C(=O)NC1c1ccc([N+](=O)[O-])s1 (stereo not drawn)	15	-4	3	-37	12	31	13	1	-1.0	-12
Cn1c(C(=O)NCCCN2CCN(c3cccc(Cl)c3)CC2)cc2c(=O)n(C)c3ccccc3c21	3	-6	-6	22	0	1	-2	5	-0.3	-38
C=CC(=O)NC1CC2CCC1(C)C2(C)C (stereo not drawn)	-9	2	6	20	-4	-4	-7	19	-0.8	-2
CC(=O)c1cccc(NC(=O)C(OC(=O)/C=C/c2ccc3c(c2)OCO3)c2ccccc2)c1 (stereo not drawn)	-49	7	0	-5	-12	-18	-1	8	0.3	-25
O=C(CSc1nc2[nH]ncc2c(=O)n1-c1ccccc1)N1CCCc2ccccc21	-27	4	0	-9	12	6	-13	-1	-0.6	-7
O=C(NCc1cccnc1)C1c2ccccc2C(=O)N1C1CCCC1 (stereo not drawn)	-1	-4	-5	10	-5	-18	0	20	-0.4	7
CC(C)c1ccc(OCC(=O)N2CCN(C(=O)c3ccco3)CC2)cc1	-27	-7	-6	24	-2	9	2	-10	0.4	-3
COc1cc(NS(=O)(=O)c2ccc(NS(=O)(=O)c3ccc(C)cc3)cc2)nc(OC)n1	18	-4	-4	7	-3	2	-1	1	0.1	0
